Assay outcomes (PubChem BioAssay)
MOR-DOR inv ag: mu-delta opioid heterodimer inverse agonism | P35372+P41143 | cell-based MOR-DOR heterodimer luminescence | inhibition, % at 9.3 µM | 0.21% of 340,000 active; in the data active = inhibition above about 22%, passing the limit was not always enough;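 also: 0% = cells with DMSO and 100% = wells without cells with DMSO; values of inactives mirror those of a sister screen read the other way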
Arrestin-AP2 inh: blocks beta-arrestin peptide binding to AP2 adaptin; FITC-arrestin peptide / GST-AP2 beads, flow cytometry; AP2 beta2 appendage carries R879A mutation; inhibition, % at 10 µM; 0.31% of 340,000 active; AID 504490;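 active = inhibition above a set limit, near 3 SD of compounds lacking own fluorescence, cut at about 54% in these data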;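 also: plate controls were DMSO wells for no effect and 5 µM unlabelled arrestin peptide for full effect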
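Material – GST-tagged AP2 beta2-adaptin appendage (R879A) on 4 µm glutathione beads · Probe or stimulus – fluorescein-tagged arrestin peptide at 50 nM final · Timing – 12 min plus 1 h, RT · Detection – bead flow cytometry, FITC channel · Read-out basis – inhibition as reduced fluorescein signal on beads, percent · Medium – PBS plus Tween 20 (0.05%) and BSA (0.1%)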
DAGLB inh: diacylglycerol lipase beta (human) inhibition | HEK293T DAGLB membrane lysate, EnzChek fluorogenic substrate | inhibition, % at 5.17 µM | 0.059% of 340,000 active | AID 504411 | Q8NCG7; in the data active = inhibition above about 34%;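 also: 0% = enzyme with vehicle and 100% = wells lacking enzyme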
Target sequence (Q8NCG7 whole entry, looked up): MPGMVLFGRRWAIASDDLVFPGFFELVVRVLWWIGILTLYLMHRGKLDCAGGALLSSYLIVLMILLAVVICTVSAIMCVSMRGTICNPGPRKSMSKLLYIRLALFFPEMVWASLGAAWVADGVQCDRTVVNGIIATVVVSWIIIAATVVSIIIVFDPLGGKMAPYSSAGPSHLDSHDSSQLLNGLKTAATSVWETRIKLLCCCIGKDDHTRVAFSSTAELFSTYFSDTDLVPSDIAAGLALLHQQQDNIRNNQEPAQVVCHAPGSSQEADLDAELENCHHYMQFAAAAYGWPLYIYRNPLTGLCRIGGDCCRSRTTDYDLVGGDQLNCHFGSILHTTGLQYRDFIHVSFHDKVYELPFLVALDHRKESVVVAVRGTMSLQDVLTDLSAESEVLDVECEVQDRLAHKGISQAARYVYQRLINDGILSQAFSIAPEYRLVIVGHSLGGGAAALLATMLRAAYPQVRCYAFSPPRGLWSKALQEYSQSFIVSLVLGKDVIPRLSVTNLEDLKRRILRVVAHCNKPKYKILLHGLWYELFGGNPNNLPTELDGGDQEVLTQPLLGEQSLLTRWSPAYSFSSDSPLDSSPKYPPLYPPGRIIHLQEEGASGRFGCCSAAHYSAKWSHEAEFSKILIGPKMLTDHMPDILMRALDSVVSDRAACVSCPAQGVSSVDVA
HTR5A inv ctr: inverse agonist of human HTR5A in OPRM1-OPRD1 counter-screen. P47898. HTR5A cell line, luminescence, inverse agonism. inhibition, % at 9.3 µM. 0.083% of 340,000 active; in the data active = inhibition mostly above about 23%, no sharp cut-off; inactive = mostly below about 18%;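 also: 0% = cells with DMSO and 100% = no-cell wells with DMSO; some compounds called inactive have numbers as strong as hits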
Target sequence (P47898 whole entry, looked up): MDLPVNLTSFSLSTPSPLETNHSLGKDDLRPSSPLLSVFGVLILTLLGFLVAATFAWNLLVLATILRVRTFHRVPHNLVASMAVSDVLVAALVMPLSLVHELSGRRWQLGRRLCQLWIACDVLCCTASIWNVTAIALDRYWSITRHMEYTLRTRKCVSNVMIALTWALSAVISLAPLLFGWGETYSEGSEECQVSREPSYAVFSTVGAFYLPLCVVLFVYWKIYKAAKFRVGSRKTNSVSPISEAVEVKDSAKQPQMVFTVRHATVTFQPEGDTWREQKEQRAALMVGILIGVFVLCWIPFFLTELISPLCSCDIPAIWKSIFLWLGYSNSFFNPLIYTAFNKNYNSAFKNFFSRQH
PKA-R1A activ: PKA-R1A complex activation. P00514+P68181. PKA-R1A dissociation, Cy5-IP20 fluorescence polarization; scaled: DMSO 0%, 113 µM cGMP 100%. activation, % at 11.4 µM. 0.083% of 340,000 active;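 active = percent activation above the mean of all tested compounds plus 3 SD, cut at about 19% in these data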;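 also: higher means more PKAc released from R1A so a rise in polarization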
MOR-DOR ag: OPRM1-OPRD1 heterodimerization agonism. 0.3% of 340,000 active. activation, % at 9.3 µM. cells, luminescence. P35372+P41143; in the data active = activation above about 18%;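 also: 0% = vehicle-treated cells and 100% = reference agonist; values of inactives mirror those of a sister screen read the other way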
V-ATPase pHluor: yeast V-ATPase proton transport regulation by pHLuorin | response, % at 10 µM | 0.37% of 350,000 active | AID 504577 | S. cerevisiae, pHLuorin cytosolic pH fluorescence; in the data active = response mostly above about 7.3%, no sharp cut-off; inactive = mostly below about 5.4%; also: actives read high; inactives centre near 0; some compounds called inactive have numbers as strong as hits; reference of the scale not given here
PKA-R2B activ: activates the human PKA-R2B holoenzyme complex | PKA-R2B holoenzyme dissociation, Cy5-IP20 fluorescence polarization; R2B truncated from residue 108, S112A mutant; 0% DMSO only, 100% 113 µM cGMP | activation, % at 11.4 µM | 0.079% of 340,000 active;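 active = activation above a cutoff set at the mean over all compounds plus 3 SD, cut at about 18% in these data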;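 also: higher means more holoenzyme dissociation and a rise in polarization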
DSG3 Ab inh: blocks pemphigus antibody binding to human desmoglein-3; binding (percent of control), % at 10 µM; P32926; DSG3-coupled beads, scFv-anti-DSG3-GFP binding, flow cytometry; stronger effect = lower value; 0.48% of 310,000 active;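 active = binding more than 3 SD below its plate's average and above zero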;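 also: hits lower antibody fragment binding to DSG3; some compounds called inactive have numbers as strong as hits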
HTR5A ag: HTR5A agonism, opioid heterodimer counter-screen; P47898; HTR5A agonist assay, luminescence, cell-based; activation, % at 9.3 µM; 0.61% of 340,000 active; in the data active = activation mostly above about 9.5%, no sharp cut-off; inactive = mostly below about 7.6%;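 also: 0% = cells with vehicle only and 100% = reference agonist; strong numbers were not always called active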
An asterisk follows results filed as active; · = not tested or not shown.

Every second line gives: PKA-R1A activ	HTR5A ag	HTR5A inv ctr	DSG3 Ab inh	PKA-R2B activ	MOR-DOR inv ag	Arrestin-AP2 inh	DAGLB inh	MOR-DOR ag	V-ATPase pHluor
#1 Cc1c(CCO)c(=O)n(-c2ccccc2)n1S(=O)(=O)c1ccc(F)cc1
  4	3	-8	·	-16	4	4	-2	-0.7	3
#2 COc1cc(CNc2ncnc3c2[nH]c2ccc(C)cc23)cc(OC)c1
  -7	3	4	94	-4	-5	-9	-32	1.0	3
#3 Oc1ccc(CNc2ccccc2F)c2cccnc12
  0	0	-12	102	-3	-3	5	4	0.6	4
#4 Nc1nc(NCc2ccco2)nc(N2CCCCC2)c1[N+](=O)[O-]
  -4	6	-17	109	-8	-12	10	2	2.1	0
#5 CCOc1ccc(C(=O)N2CCN(Cc3ccccc3)CC2)cc1OCC
  2	16*	-1	113	4	0	10	-13	0.0	6
#6 Cc1cnc([N+](=O)[O-])n1CCOC(=O)NC(=O)c1ccc(F)cc1
  -13	1	-2	108	-10	-2	18	1	0.5	2
#7 O=C(NCc1ccccc1)NC1CC2CCC(C1)N2Cc1ccco1 (stereo not drawn)
  -1	0	-20	100	-3	12	-4	-1	-2.3	1
#8 CCOc1ccc(N2CC(O)Cn3c2nc2c3c(=O)n(CCCc3ccccc3)c(=O)n2C)cc1 (stereo not drawn)
  -9	1	-2	101	7	-3	7	-2	0.5	-2
#9 CCCCN(CCCC)C(=O)c1nsnc1-c1ccccc1O
  6	-2	-35	93	1	-38	2	-6	7.0	0
#10 Cc1cccc(NS(=O)(=O)c2cc(Cl)ccc2Cl)n1
  -4	2	-6	98	13	5	17	3	-1.0	-3
#11 Cc1ccc(NC(=S)NC(=O)Cc2ccccc2)c(O)c1
  -6	0	-2	92	-1	-5	2	0	1.2	-1
#12 Cc1ccc(-c2nc3c(=O)n(C)c4ccccc4c3o2)cc1
  1	-2	-19	96	-3	18	20	-1	-3.2	0
#13 Cc1ccc(C(=O)OCC(=O)c2c(N)n(C)c(=O)n(C)c2=O)cc1S(=O)(=O)N1CCOCC1
  -13	2	-5	91	-3	17	1	-3	-4.2	3
#14 CSCCC(NC(=O)COc1ccccc1)C(=O)OCCOc1ccc(C)cc1 (stereo not drawn)
  -11	2	-6	·	-16	-19	16	-9	4.5	-3
#15 O=C(CSc1nc(-c2ccco2)cc(C(F)(F)F)n1)NC1CCCCCCC1
  -6	3	-10	97	0	11	9	1	-2.0	1
#16 O=C1CCC(/C=C/c2ccccc2)=NN1Cc1ccc(F)cc1
  14	1	-3	104	-6	-7	0	-5	1.2	-3
#17 N#CCOC(=O)c1cc(S(=O)(=O)N2CCCCC2)ccc1N1CCOCC1
  -4	-1	7	95	-3	5	-12	-1	-1.3	2
#18 COc1ccc(-c2cc(-c3ccccc3O)[nH]n2)cc1
  -15	3	-22	102	-18	-5	-71	-3	0.8	-1
#19 Cc1cc(C(=O)Cn2nc(C(=O)O)c3ccccc3c2=O)c(C)n1CCc1ccc(Cl)cc1
  -8	2	10	103	-4	-2	2	-3	0.3	-3
#20 COc1ccc(CCC(=O)Nc2ccc3c(c2)OCO3)cc1
  -8	2	-15	96	8	6	-11	0	-1.3	5
#21 COc1ccccc1NC(=O)Nc1ccccc1C#N
  -5	-4	-28	109	-2	5	-11	-2	-0.9	3
#22 CC1CCN(C(=O)CC2C(=O)Nc3c2c(=O)n(C)c(=O)n3Cc2ccccc2)CC1 (stereo not drawn)
  1	1	-3	101	-2	6	-2	1	-1.0	-2
#23 CCC1CCCCN1C(=O)COc1ccc2c3c(c(=O)oc2c1)CCC3 (stereo not drawn)
  -6	-1	2	97	-13	2	9	3	-0.3	-3
#24 COc1ccc(OCCC(=O)OCC(=O)Nc2ccc(S(=O)(=O)N3CCOCC3)cc2)cc1
  3	-1	34	102	1	1	8	2	-0.1	5
#25 Cc1cccc(C(=O)Nc2cccc(C(=O)N3CCOCC3)c2)c1
  -1	2	1	102	0	-4	1	-1	0.8	5
#26 COc1ccccc1CNC(=O)c1cc2ccccc2o1
  0	0	-22	117	-7	-20	8	-4	2.4	-4
#27 CCOc1ccc2nc(N/C(N)=N/C(=S)Nc3ccc(OC)cc3)nc(C)c2c1
  -5	-4	9	107	-4	19	9	-1	-3.6	-3
#28 O=C(Nc1cccc2ncccc12)c1ccccc1[N+](=O)[O-]
  -19	0	0	113	-5	-8	6	-1	1.7	4
#29 CC12CC(O)C3c4ccc(O)cc4CCC3C1CCC2=O (stereo not drawn)
  -3	-2	5	102	-1	4	-16	2	-0.8	-1
#30 O=C(Nc1ccc(N2CCN(Cc3ccccc3Cl)CC2)cc1)c1cccnc1
  1	3	-4	101	-7	15	0	1	-2.7	1
#31 O=C(Cn1c(=O)oc2cc(S(=O)(=O)N3CCCCCC3)ccc21)NC1CCCCC1
  -5	4	-11	96	-6	12	2	-2	-2.0	8
#32 C#Cc1ccc(CN2CCCC(C(=O)Nc3ccccc3Oc3cccnc3)C2)cc1 (stereo not drawn)
  -12	9	-37	97	-1	16	-11	0	-3.1	0
#33 O=C(CSc1nccn1Cc1ccc(F)cc1)NC1CCCC1
  4	1	7	103	-5	14	3	2	-2.8	-2
#34 O=C(Nc1ccc(Cl)cc1Cl)c1cc2ccccc2o1
  6	-1	4	96*	-8	-34	1	-9	6.7	-2
#35 CCOC(=O)C1=C(N)OC2=C(C(=O)CCC2)C1c1sccc1C (stereo not drawn)
  1	2	10	108	-7	4	3	-2	-0.6	-1
#36 O=C(CCS(=O)(=O)c1ccccc1)Nc1nncs1
  4	4	13	105	6	6	-2	2	-1.0	0
#37 O=C(CSc1nc(-c2ccccc2)cc(=O)[nH]1)N1CCOCC1
  -1	2	-9	102	-2	-6	5	-4	1.0	-1
#38 Fc1ccc(-n2cc(-c3ccccc3)c3c(NN4CCOCC4)ncnc32)cc1
  -4	-17	46*	101	-3	34*	-17	-1	-5.6	-2
#39 CC(C)NC(=O)CCc1nnc(Cc2cccc(C(F)(F)F)c2)o1
  -6	2	-7	98	-4	18	-15	1	-3.9	1
#40 Cc1cc(=O)[nH]c(SCC(=O)NCc2ccco2)n1
  -5	-2	-11	103	1	20	3	0	-3.4	0
#41 O=C(COc1ccc(Cl)cc1Cl)NN1C(=O)C2C3C=CC([C@@H]2C1=O)C31CC1 (stereo partly drawn)
  -3	1	3	·	-11	3	5	-2	-0.6	3
#42 Cc1ccsc1C(=O)OCC(=O)NCc1ccco1
  -5	2	25	·	-14	1	-15	0	-0.1	2
#43 Cc1ccccc1C(=O)Oc1ccccc1C(=O)N1CCOCC1
  -4	-2	-9	·	10	10	29	0	-1.7	3
#44 CCOC(=O)c1cccc(NC(=O)CSc2nnc(CNc3ccc(C)cc3)n2CC)c1
  -2	5	6	102	0	-5	9	1	0.9	3
#45 CCCN1CCN(CCCNC(=O)CN2C(=O)c3cccnc3Oc3ccc(Cl)cc32)CC1
  -6	-3	9	104	8	14	5	0	-2.7	4
#46 O=C(Cn1c(=O)sc2ccccc21)N1CCOCC1
  6	2	1	100	-6	11	-6	4	-2.0	-4
#47 COCCn1c(SCC(=O)Nc2cccnc2Cl)nc2ccccc21
  -2	4	-12	·	3	15	2	1	-3.6	1
#48 O=C(O)C1CCC(Cn2c(SCc3cc(=O)n4cc(Br)ccc4n3)nc3ccsc3c2=O)CC1 (stereo not drawn)
  -3	-1	3	97	-8	-2	46	-1	0.4	-1
#49 O=C(Nc1ccccc1O)c1cccc(S(=O)(=O)N2CCOCC2)c1
  10	4	3	106	-3	9	-5	-1	-1.9	0
#50 CCOc1cc(CN2CCCCC2)ccc1OC
  4	-1	-23	101	-5	3	-12	2	-0.6	6
#51 Nc1ccccc1C(=O)/C=C/c1ccc2c(c1)OCO2
  0	-4	-31	100	-4	12	-6	-14	-2.3	-4
#52 O=C(COc1ccc(Cl)cc1)Nc1ccccc1C(=O)NCc1ccco1
  -2	0	7	93	-8	-12	-9	-9	2.0	-1
#53 COc1cc(NC(=O)Cn2ncc(Cl)c(Cl)c2=O)c(C)cc1[N+](=O)[O-]
  -3	0	-7	124	4	13	1	3	-2.5	-1
#54 CN(C)CCN1C(=O)c2oc3ccccc3c(=O)c2C1c1cccc(Br)c1 (stereo not drawn)
  1	-4	3	101	4	20	2	1	-3.6	0
#55 O=C(CN1C(=O)C2CC=CCC2C1=O)Nc1ccc(S(=O)(=O)Nc2nccs2)cc1 (stereo not drawn)
  -9	-7	-35	100	-16	3	-22	-1	-0.6	0
#56 COc1ccccc1C(CNC(=O)c1cc(S(=O)(=O)N2CCOCC2)ccc1C)N1CCCC1 (stereo not drawn)
  6	-2	19	94	3	16	-4	-1	-4.0	-2
#57 Nc1cc(=O)[nH]c(SCC(=O)N2CCC(Cc3ccccc3)CC2)n1
  -9	6	-5	107	5	12	-1	-3	-3.3	1
#58 CCN(CC(=O)NCc1ccc(Cl)cc1)Cc1cc(=O)n2ccsc2n1
  -1	-1	3	112	-2	13	8	0	-2.8	-6
#59 Cc1ccc(S(=O)(=O)NC2(C(F)(F)F)NC(=O)N(c3ccc(F)cc3)C2=O)cc1 (stereo not drawn)
  10	-3	-1	101	-8	6	6	2	-1.2	2
#60 COc1ccc(CNC(=O)[C@@H](NC(=O)C2CCN(C(=O)[C@@H](N)Cc3ccccc3)CC2)C(C)C)cc1
  -10	6	9	105	6	15	9	0	-3.0	-3

Later entries
Every second line gives: PKA-R1A activ	HTR5A ag	HTR5A inv ctr	DSG3 Ab inh	PKA-R2B activ	MOR-DOR inv ag	Arrestin-AP2 inh	DAGLB inh	MOR-DOR ag	V-ATPase pHluor
#61 Cc1cc(C)cc(NC(=S)/N=C(\N)Nc2nc(C)c3ccccc3n2)c1
  -4	-5	12	109	5	-9	4	0	1.8	5
#62 N#C/C(=C(/O)c1ccc(C(=O)c2ccccc2)cc1)c1nc2ccccc2[nH]1
  -6	3	-9	100	-10	13	-23	1	-2.3	-4
#63 CCc1ccccc1NC1=CC(=O)CC(C)(C)C1
  3	2	-5	101	-13	9	0	0	-1.6	0
#64 CCOc1ccc(NC(=O)CN(C)C(=O)c2cc(C)on2)cc1OCC
  0	-7	17	55	-6	2	-16	0	-0.3	0
#65 Cc1ccc2nc(SCC(=O)Nc3nonc3C)[nH]c2c1
  10	2	-6	101	1	-13	28	1	1.6	-4
#66 CCOC(=O)c1c(C)nc2c(c(SC)nn2-c2ccccc2)c1N
  -3	7	-18	106	1	12	9	1	-2.5	2
#67 O=C(N/N=C/c1ccccc1O)c1ccncc1
  5	3	-9	99	-7	-2	-11	0	0.3	3
#68 Cc1cc(C(=O)NC(C)C2CCCO2)cs1 (stereo not drawn)
  0	7	-19	·	5	4	7	-2	-0.7	1
#69 CC(C)CC1C(=O)N(Cc2cn(CCC3OCCCO3)nn2)CCS(=O)(=O)N1Cc1ccc(-c2ccc(Cl)cc2)cc1 (stereo not drawn)
  5	·	·	100	-2	·	·	-2	·	-2
#70 COc1ccccc1CNCC(=O)Nc1ccc(N2CCOCC2)cc1
  -3	-7	19	101	2	0	45	-1	-0.1	-1
